Runt-CBFb FRET – inhibitors of human RUNX1 Runt domain binding to CBFb; AID 1496; inhibition, % at 20 µM; 0.46% of 220,000 active; Q01196+Q13951; Cerulean-Runt/Venus-CBFb FRET ratio 530/480, 1 h;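 active = inhibition over about 50% at 20 µM in the single-dose screen, limit read from the data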;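 note: 0% = DMSO wells and 100% = excess unlabeled CBFb competitor control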
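test system = Cerulean-tagged RUNX1 Runt domain (FRET donor) fusion protein | reagent = Venus-CBFb binding partner, 100 nM | incubation = protein complex preformed 1 h, compound exposure 1 h, room temperature, dark | detection = FRET fluorescence | read-out basis = loss of energy transfer signal | controls = 5 µM unlabeled CBFb as full-inhibition high control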
Hck Nef HTS – blocks Nef-activated human Hck kinase | Recombinant Hck-YEEI plus Nef, Z-Lyte FRET kinase assay | inhibition, % at 20 µM | 0.68% of 220,000 active;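 active = Hck-Nef kinase inhibition above about 50%, limit read from the data; inactive = inhibition below that limit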;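 note: 0% = DMSO with Hck plus Nef and 100% = Hck alone without Nef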
Target sequence (P08631 whole entry, looked up): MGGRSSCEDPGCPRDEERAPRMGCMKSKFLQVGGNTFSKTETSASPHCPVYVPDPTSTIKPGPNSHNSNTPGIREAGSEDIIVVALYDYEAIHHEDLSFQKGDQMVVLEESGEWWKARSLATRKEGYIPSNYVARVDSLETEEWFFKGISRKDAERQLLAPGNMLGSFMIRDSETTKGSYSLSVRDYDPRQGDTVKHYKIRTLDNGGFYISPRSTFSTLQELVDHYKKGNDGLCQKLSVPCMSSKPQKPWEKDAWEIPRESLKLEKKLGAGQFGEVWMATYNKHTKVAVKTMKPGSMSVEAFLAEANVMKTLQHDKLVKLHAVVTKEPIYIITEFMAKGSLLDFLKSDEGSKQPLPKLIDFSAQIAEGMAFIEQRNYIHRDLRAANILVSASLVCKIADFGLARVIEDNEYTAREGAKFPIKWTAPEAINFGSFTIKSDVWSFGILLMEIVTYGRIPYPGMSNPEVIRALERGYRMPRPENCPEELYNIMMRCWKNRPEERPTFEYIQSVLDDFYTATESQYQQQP
p97 ATPase inh – human p97 ATPase inhibition. P55072. recombinant p97 ATPase, Kinase-Glo ATP luminescence, 3 h. inhibition, % at 8 µM. 0.42% of 220,000 active. AID 1481; in the data active = inhibition above about 15%;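 note: 0% = DMSO vehicle and 100% = wells lacking enzyme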
RBBP9 inhibitor – blocks human serine hydrolase RBBP9; O75884; 0.2% of 220,000 active; recombinant RBBP9, FP-Rh probe fluorescence polarization; inhibition, % at 7.94 µM; AID 1515;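 active = inhibition above the campaign mean of all tested compounds plus 3 SD, cut at about 14% in these data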;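 note: plate controls were DMSO wells with RBBP9 for no effect and wells lacking RBBP9 protein for full effect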
Target sequence (O75884 whole entry, looked up): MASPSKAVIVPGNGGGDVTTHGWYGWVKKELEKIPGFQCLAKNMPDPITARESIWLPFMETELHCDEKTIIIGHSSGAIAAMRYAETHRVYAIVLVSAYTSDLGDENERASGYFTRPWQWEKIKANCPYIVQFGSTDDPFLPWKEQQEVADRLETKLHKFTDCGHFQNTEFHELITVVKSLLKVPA
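Measured by – fluorescence polarization · Test system – RBBP9 protein · Input – 2.5 µM RBBP9 dispensing solution, before mixing · Measure – percent inhibition from mP, scaled between DMSO and no-protein wells · Benchmarks – DMSO-treated enzyme wells and wells lacking RBBP9 · Times – preincubation 30 min plus labeling 45 min at 25 °C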
NPY2 pot ag – human NPY-Y2 potentiation or agonism, primary screen; P49146; cells expressing NPY-Y2, potentiator/agonist read-out; activation, % at 3.6 µM; 0.45% of 220,000 active; in the data active = activation above about 27%;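 note: cells stimulated with NPY near EC25 plus isoproterenol at EC100; 0% = vehicle plus submaximal agonist and 100% = vehicle plus saturating agonist; some results beyond the cut were filed as inactive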
MDM2 E3 inh – inhibitors of human Mdm2 E3 ubiquitin ligase; signal enhancement, % at 5 µM; cell-based MDM2 ubiquitination luciferase reporter, 2 h; 0 = plate control, 100 = twice control, blank-subtracted; 0.11% of 210,000 active;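 active = signal enhancement of 30% or more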;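 note: luminescence tracks abundance of the self-degrading MDM2-luciferase fusion protein; higher signal means inhibition of MDM2 E3 ligase activity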
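System: stable MDM2–luciferase fusion reporter cells / Input: 2000 cells seeded into each well / Schedule: 4 h settle plus 2 h compound, 37 °C / Compound: single-point 5 µM / Buffer or medium: cells held in DMEM / Benchmarks: control and blank well means / Evaluation: percent signal gain over controls, blank-subtracted / Measured by: luciferase luminescence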
NPY-Y1 antag – NPY-Y1 (human) receptor antagonism. P25929. HEK293-CNG Y1 cells, membrane potential fluorescence; NPY at EC95, then isoproterenol. inhibition, % at 3.6 µM. 1% of 200,000 active;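 active = inhibition above the campaign mean inhibition of all tested compounds plus 3 SD, cut at about 20% in these data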;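 note: 0% = DMSO wells given NPY plus isoproterenol and 100% = isoproterenol alone without NPY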
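Benchmarks – high control isoproterenol alone, low control NPY with isoproterenol · Material – HEK293 Y1/CNG channel cell line · Times – dye 3 h, compound 60 min room temperature, stimulation 45 min · Probe or stimulus – NPY (25 nM), isoproterenol (1 µM), Ro 20-1724 (25 µM) · Evaluation – % inhibition of NPY effect · Signal – fluorescence, membrane potential probe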
NPY1 pot ag – potentiates or activates human NPY-Y1 receptor; P25929; NPY-Y1 expressing cells, potentiator/agonist activation; activation, % at 3.6 µM; 0.37% of 220,000 active; AID 1304; in the data active = activation above about 33%, passing the limit was not always enough;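 note: cells stimulated with NPY at EC10 then isoproterenol at EC100; 0% = low agonist plus stimulus and 100% = saturating agonist plus stimulus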
Runt-SMMHC FRET – Runt domain-CBFb-SMMHC interaction inhibition | Q01196+Q13951 | Cerulean-Runt/Venus-CBFb-SMMHC FRET ratio 530/480, 1 h | inhibition, % at 20 µM | 0.74% of 220,000 active | AID 1434;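 active = mean inhibition across duplicate retests at 20 µM reaching about 50%, limit read from the data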;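 note: 0% = DMSO wells and 100% = wells with excess untagged CBFb-SMMHC; inhibitors lower the FRET ratio by blocking Runt binding to CBFb-SMMHC; some results filed as inactive read as strong as hits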
* marks the source's active call; other numbers are inactive results; nt = not tested or not shown. The order is random (roughly 3.5% active in at least one column).

The opening two compounds, to show the layout:
canonical_smiles,RBBP9 inhibitor,NPY2 pot ag,Runt-SMMHC FRET,NPY1 pot ag,p97 ATPase inh,Runt-CBFb FRET,NPY-Y1 antag,MDM2 E3 inh,Hck Nef HTS
COc1ccc(S(=O)(=O)N2CCN(Cc3ccc4c(c3)OCO4)CC2)c2ccccc12,-6,1,-2,12,5,2,2,-10,2
O=C(CCC(=O)c1cccs1)c1cccs1,-7,5,3,-1,4,0,-4,-29,-8

The list itself, from the first entry:
canonical_smiles,RBBP9 inhibitor,NPY2 pot ag,Runt-SMMHC FRET,NPY1 pot ag,p97 ATPase inh,Runt-CBFb FRET,NPY-Y1 antag,MDM2 E3 inh,Hck Nef HTS
COc1ccc(S(=O)(=O)N2CCN(Cc3ccc4c(c3)OCO4)CC2)c2ccccc12,-6,1,-2,12,5,2,2,-10,2
O=C(CCC(=O)c1cccs1)c1cccs1,-7,5,3,-1,4,0,-4,-29,-8
Cc1cc(C(=O)OCC(=O)Nc2sc3c(c2C#N)CCC(C)C3)c2ccccc2n1 (stereo unspecified),-2,-3,-6,7,4,2,4,2,5
CSC1=C(C#N)C(C)CC(=O)N1 (stereo unspecified),6,0,-6,0,7,-2,-5,-4,-13
COc1cc(NC(=S)N2CCN(C(=O)c3ccco3)CC2)c(OC)cc1Cl,-2,16,3,-6,8,14,-5,-6,1
COc1ccccc1NC(=O)CSc1nc2c(sc3ccccc32)c(=O)n1CCN(C)C,0,-8,7,0,3,7,6,-6,18
Cc1ccc(/C(N)=N/OC(=O)c2cccc(Cn3cc(C(F)(F)F)ccc3=O)c2)cc1,3,-4,-6,21,8,6,nt,-8,-4
COc1ccccc1-c1cc(C(F)(F)F)nc(NCc2ccco2)n1,1,-17,-3,-7,-4,14,4,-24,1
O=C(CCN1C(=O)COc2ccccc21)N1CCN(c2ccccc2)CC1,-5,-6,-3,-1,-3,-2,2,-18,12
C=C1C2C[C@H](O)C(C)(C)[C@@]2(O)[C@H](O)C[C@]23C[C@@](C)(O)[C@H](CC[C@H]12)[C@H]3O (stereo partly specified),-10,5,2,-27,-3,-1,0,nt,-8
COc1ccc2ccc3c(c2c1)N=C[C@]1(O3)N(C)c2ccccc2C1(C)C,-6,-1,2,2,24*,6,-3,12,1
COc1cccc(CN2CCC(N(CCc3ccccc3)Cc3ccccc3)CC2)c1OC,-1,-1,0,-30,2,-2,35*,10,3
CCN(Cc1ccccc1)C(c1cccc(C#N)c1)c1nnnn1C(C)(C)C (stereo unspecified),-7,-14,-2,-14,-4,-3,33*,-2,0
CC(=O)c1cc2c(cc1NC(=O)CCCC(=O)O)OCO2,-8,4,-5,-8,-3,-1,-3,-10,0
COCCCNCCOCCOc1c(OC)cccc1OC,-11,-8,-5,-7,-4,-2,-4,1,0
COc1ccc(C(=O)/C=C/Nc2ccccn2)c(OC)c1,-6,-4,28,-29,-5,8,nt,-27,4
Cn1nc(-c2ccccc2)c(C(O)c2ccccc2C(F)(F)F)c1Cl (stereo unspecified),-6,-2,-4,-13,-4,-7,2,-5,1
c1cc(C(c2nnnn2C2CCCC2)N2CCOCC2)ccn1 (stereo unspecified),-7,5,-2,5,4,0,-3,-10,0
CC1(c2nnc(-c3ccc(F)cc3)o2)CC(c2ccc(F)cc2)=NO1 (stereo unspecified),nt,nt,0,nt,nt,3,nt,-1,19
Cc1ccc(CC(CC(=O)O)C(=O)NCC23CC4CC(CC(C4)C2)C3)cc1 (stereo unspecified),-1,10,-4,-11,2,-2,7,-9,22
COc1cc(S(=O)(=O)n2cnc(C)c2)ccc1Br,-3,-2,0,1,4,2,2,-7,17
CCN1C(=O)c2cccc3c(S(=O)(=O)Nc4ccccn4)ccc1c23,-1,-5,-9,-3,6,-3,1,-11,1
Cn1c(CN2CCCC2)nc2cc(NC(=O)COc3ccccc3)ccc21,0,-5,0,3,-4,2,3,-21,0
c1ccc(CNc2nc3ccccc3n3cnnc23)nc1,-5,13,-5,-7,3,0,-1,-10,3
CCn1c2ccccc2c2cc(CN3CCN(S(=O)(=O)Cc4ccccc4)CC3)ccc21,-2,-5,1,-29,-6,-2,17,-9,1
CCn1cc(C(=O)NCC(=O)OC)c2cc(OC)c(OC)cc2c1=O,-7,7,2,13,4,-1,-1,-21,-1
COC(=O)/C(C#N)=C/c1c(Oc2cc(C)cc(C)c2)nc2c(C)cccn2c1=O,1,-3,-245,-14,-2,-64,1,-5,-1
COc1cccc(CNCC(O)(c2ccc(Cl)cc2)c2ccc(Cl)cc2)c1,-9,-21,-1,-48,0,0,11,-1,2
CC12COC3(C(=O)Nc4nccs4)CC1CCC32C (stereo unspecified),-7,-7,-5,-1,1,-4,0,-88,-1
CCCCC(=O)Nc1ccc(NC(=O)C2CC2)nc1,-2,16,-9,14,5,-2,2,-23,1

The list goes on:
canonical_smiles,RBBP9 inhibitor,NPY2 pot ag,Runt-SMMHC FRET,NPY1 pot ag,p97 ATPase inh,Runt-CBFb FRET,NPY-Y1 antag,MDM2 E3 inh,Hck Nef HTS
Cc1cc(OCC(=O)N(C(C)C)C(C)C)cc(C)c1Br,-5,-12,0,9,-5,-2,3,-5,0
COc1ccccc1N1CCN(C(=O)C(Cc2ccccc2)NC(=O)C2CCCCC2)CC1 (stereo unspecified),1,11,1,10,0,-1,-1,-13,0
CCOC(=O)c1ccc(NC(=O)CCn2nnc3ccccc32)cc1,-8,0,3,0,-1,-2,4,4,8
CCCCCn1c(=O)c(-c2nc3ccccc3c(=O)[nH]2)c(O)c2ccccc21,9,7,0,-20,5,0,2,-11,5
COCCCNC(=O)CNC(=S)N(Cc1ccc(F)cc1)C1CCCCC1,5,-22,1,22,-2,0,1,-17,0
O=c1c2c(nc3c(-c4cccc(Br)c4)c[nH]n13)CCCC2,-5,6,-4,3,4,0,-3,10,2
CC1CCN(c2c(NCc3ccc(C(=O)NCc4ccccc4)cc3)c(=O)c2=O)CC1,-6,1,2,-8,-4,1,nt,0,-6
O=C(NNc1ccccc1)C(=O)NNS(=O)(=O)c1ccc([N+](=O)[O-])cc1,-8,2,-2,17,4,3,8,-15,13
CC(C)(C)NC(=O)CSc1ccc(C(C)(C)C)cc1,-10,2,-4,-8,-1,-4,6,1,1
C/C(=N\NC(=O)Cc1c(C)[nH][nH]c1=O)c1ccc(Cl)c(Cl)c1,-2,-22,2,3,6,1,nt,-15,15
N=c1n(CCOc2ccccc2)c2ccccc2n1CCN1CCOCC1,1,-20,1,-20,-5,0,4,-18,0
O=C(O)CCC(=O)N1CCC(n2nnc3cc(C(F)(F)F)ccc32)CC1,1,11,0,23,6,0,nt,-15,27
COc1ccc([N+](=O)[O-])cc1N(CC(=O)N(C)C)S(C)(=O)=O,-6,1,3,14,-1,2,2,-18,3
COc1ccc(C2C(C#N)=C(N)OC3=C2C(=O)CC(C)(C)C3)cc1 (stereo unspecified),-7,8,0,-5,-5,0,2,-4,17
C=CCSC1=N/C(=C\c2ccc(C(=O)O)cc2)C(=O)S1,-2,-5,-2,4,2,4,-4,-3,37
CCn1c(=O)c([N+](=O)[O-])c(N2CCN(Cc3ccc4c(c3)OCO4)CC2)c2ccccc21,-2,6,0,14,1,0,nt,-74,14
O=S(=O)(NC1CCCCC1Sc1ncccn1)c1ccc(Cl)cc1 (stereo unspecified),-5,7,-4,18,0,1,1,-14,4
O=C(Oc1ccccc1)c1cccc(COC(=O)c2cnccn2)c1,-1,0,-3,-3,0,-1,0,-13,5
CCOc1cc(/C=N/NC(=O)c2ccncc2)ccc1OS(C)(=O)=O,-4,2,3,1,3,0,1,8,5
Cc1ccc(-n2c3nc(=O)[nH]c(=O)c-3cc3cc([N+](=O)[O-])ccc32)cc1,0,1,43,-7,1,29,3,nt,0
CCN(CC)C(=O)CC(c1ccc(N(C)C)cc1)c1c(O)cc(OC)cc1OC (stereo unspecified),nt,nt,0,nt,nt,3,nt,-6,22
CCOC(=O)c1ccc(NC(=S)NN)cc1,0,-12,5,1,4,1,-4,-8,18
S=C(NN=C(C1CC1)C1CC1)Nc1ccccc1,-2,3,13,-2,5,5,2,nt,4
Cc1ccc(-n2nc(C(=O)N3CCN(C)CC3)c3c4ccccc4n(C)c3c2=O)cc1,-8,7,nt,-18,0,nt,5,nt,11
COCC(=O)N(Cc1cc2cc(OC)ccc2[nH]c1=O)c1ccccc1,-11,6,2,5,-7,0,-1,6,0
Cc1ccc(Cl)cc1N1CCN(C(=O)c2ccc(NS(=O)(=O)c3c(C)noc3C)cc2)CC1,0,9,9,9,3,-8,-3,-3,0
C#CC(C)OC(=O)Nc1cnccc1C(F)(F)F (stereo unspecified),-3,-11,-1,-2,7,-1,nt,-11,3
CC[C@@H](C)[C@@H](C(=O)N1CCN(C(=O)OC(C)(C)C)CC1)n1cc(CCC(=O)O)nn1,nt,nt,1,nt,nt,2,nt,-2,27

Compound activity (PubChem)
